High-throughput results from PubChem BioAssay.
MrgX1 antag = antagonists of human MrgX1 receptor, primary screen, HEK293 cells, Fluo-4 calcium flux. Mas-related G-protein coupled receptor member X1 (Homo sapiens), Q96LB2. BAM8-22 antagonism; stronger effect = lower value. B-score at 10 µM. 310,000 tested, 1.3% active;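 active means calcium-response B-score plate-corrected more than 3 library SD below zero, starting fluorescence within 5 deviations, no agonist response on first addition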;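 further: peak minus trough fluorescence over baseline after final BAM8-22 challenge near maximal dose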
Target sequence (Q96LB2 whole entry, looked up): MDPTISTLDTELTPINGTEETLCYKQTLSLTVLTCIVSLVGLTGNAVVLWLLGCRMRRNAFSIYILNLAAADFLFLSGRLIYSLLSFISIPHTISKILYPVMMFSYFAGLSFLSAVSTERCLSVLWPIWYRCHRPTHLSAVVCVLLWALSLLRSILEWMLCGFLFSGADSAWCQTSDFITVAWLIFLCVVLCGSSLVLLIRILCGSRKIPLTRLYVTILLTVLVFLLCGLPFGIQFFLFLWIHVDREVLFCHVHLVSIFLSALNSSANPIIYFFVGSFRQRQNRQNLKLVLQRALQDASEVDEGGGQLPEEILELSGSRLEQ
TRPC6 activator = mouse TRPC6 channel activators, primary screen, cell-based, HEK293, membrane potential dye; HEK293-TRPC6 membrane potential dye fluorescence; stronger effect = higher value; B-score at 10 µM; 310,000 tested, 0.13% active;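 active means B-score of the integrated fluorescence ratio above library mean plus 3 SD, and starting fluorescence ratio within library mean plus 5 SD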;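 further: higher score means more depolarization so channel activation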
MrgX1 agonist = agonists of human MrgX1 receptor, primary screen, HEK293 cells, Fluo-4 calcium flux. Mas-related G-protein coupled receptor member X1 (Homo sapiens), Q96LB2. Fluo-4 calcium fluorescence, agonist mode; stronger effect = higher value. B-score at 10 µM. 310,000 tested, 0.44% active. AID 588627, 2011;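 active means calcium response B-score plate-corrected fluorescence ratio at least 3 library SD, with starting fluorescence B-score inside 5 SD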
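times = overnight plating, then 30 min 37 °C plus 30 min room-temperature dye loading | assay system = stable human MrgX1 HEK293 cell line | input = fifteen thousand cells per well | signal = kinetic calcium dye fluorescence, Fluo-4 NW | dosing = compound delivered in addition one of three | read-out = B-scored fluorescence response ratio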
TRPC4 act = activators of mouse TRPC4 channel, primary screen, Fluo4 calcium, HEK293 TRPC4beta/mu-opioid cells; Fluo4 calcium fluorescence; stronger effect = higher value; Short transient receptor potential channel 4 (Mus musculus), Q9QUQ5; B-score at 10 µM; 310,000 tested, 0.49% active;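 active means B-score above 5 SD of library B-scores, and initial fluorescence ratio not above library mean plus 5 SD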;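 further: positive B-score marks a calcium rise read as TRPC4 activation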
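Assay system: HEK293 stable line with TRPC4beta plus mu-opioid receptor; schedule: 45 min room-temperature Fluo4 loading, 110 s read; technique: kinetic Fluo4 calcium fluorescence; evaluation: integrated baseline-normalised fluorescence ratio, converted to per-well B score; controls: buffer (low) and maximal DAMGO (high)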
TRPC4 inh = inhibitors of mouse TRPC4 channel, primary screen, Fluo4 calcium, HEK293 TRPC4beta/mu-opioid cells; 300,000 tested, 0.39% active; B-score at 10 µM; AID 2247, 2010; DAMGO-evoked Fluo4 calcium flux; stronger effect = lower value;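 active means B-score over 3 SD under the library average, no early fluorescence shift, positive overall ratio signal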
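material = TRPC4beta/mu-opioid receptor HEK293 cell line | probe or stimulus = sequential submaximal and maximal DAMGO stimulation | compound dosing = one concentration per compound | measured by = Fluo4 Ca2+ flux fluorescence | evaluation = integrated fluorescence ratio relative to baseline, converted to per-well B score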
TRPC4 PAM = positive allosteric modulators of TRPC4, primary screen, cell-based, mouse TRPC4beta, HEK293 mu-opioid, Fluo-4 calcium | Short transient receptor potential channel 4 (Mus musculus), Q9QUQ5 | AID 2227, 2009 | B-score at 10 µM | 310,000 tested, 0.42% active | DAMGO EC20, Fluo-4 Ca2+ flux; stronger effect = higher value;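 active means B-score of calcium response area above 5 SD of library B-scores, with initial fluorescence ratio within 5 SD of library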;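 further: B-score of integrated fluorescence ratio over time as area under calcium response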
MrgX1 PAM = positive allosteric modulators of MrgX1, primary screen, HEK293 cells, Fluo-4 calcium flux; FDSS; stronger effect = higher value; 310,000 tested, 0.63% active; B-score at 10 µM;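 active means plate-corrected calcium response at least 3 library SD above typical, normal starting fluorescence, not activating the receptor alone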;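 further: compound read alongside a low EC10 to EC30 dose of BAM8-22 agonist; peak minus trough fluorescence over baseline measured at the second addition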
RGS4 inh = RGS4 inhibitors, primary screen, cell-based, HEK293 M3R inducible RGS4, calcium flux; Regulator of G-protein signaling 4 (Homo sapiens), P49798; Fluo-4 calcium flux; stronger effect = higher value; triggered by carbachol at its EC20; B-score at 10 µM; 310,000 tested, 0.45% active;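 active means B-score, a plate-corrected calcium signal, over three deviations above library mean, with baseline fluorescence within five deviations of library mean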;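 further: RGS4 expression induced by doxycycline in cells with stable M3 receptor; B-score is computed from the integrated fluorescence ratio over baseline after carbachol; higher B-score means a larger calcium signal and so more RGS4 inhibition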
Target sequence (P49798 whole entry, looked up): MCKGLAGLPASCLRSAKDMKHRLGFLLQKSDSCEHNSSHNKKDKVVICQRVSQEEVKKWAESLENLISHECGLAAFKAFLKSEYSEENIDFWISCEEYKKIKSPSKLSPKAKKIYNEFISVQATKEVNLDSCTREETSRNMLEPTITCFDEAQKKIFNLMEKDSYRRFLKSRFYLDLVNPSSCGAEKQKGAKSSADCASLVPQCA
ANO1 block = TMEM16A chloride channel inhibitors, primary screen, cell-based, HTS. normalized B-score (activity score, 25-100; higher = stronger inhibition) at 10 µM. 310,000 tested, 1.2% active. HEK293 TMEM16A/YFP iodide influx fluorescence, ionomycin;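 active means ratio plate-corrected score three or more library SD toward inhibition, starting fluorescence score within five deviations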;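 further: score derived from kinetic fluorescence span divided by baseline fluorescence per well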
TMEM16A act = TMEM16A chloride channel activators or potentiators, primary screen, cell-based, HTS. Anoctamin-1 (Mus musculus), Q8BHY3. HEK293 TMEM16A/YFP-H148Q/I152L, iodide quench fluorescence; stronger effect = lower value. B-score at 10 µM. 340,000 tested, 0.3% active;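 active means fluorescence-ratio B-score plate-corrected deviation score at least 3 library SD below zero, with starting fluorescence score within 5 deviations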;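 further: channel opened by trigger with iodide after compound preincubation; score built on the fluorescence ratio of max minus min over baseline; more negative score means more quench and so TMEM16A activation or potentiation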
TRPC6 inhibitor = mouse TRPC6 channel inhibitors, primary screen, cell-based, HEK293, membrane potential dye; Short transient receptor potential channel 6 (Mus musculus), Q61143; B-score at 10 µM; 310,000 tested, 1.1% active; ACh-evoked depolarization; stronger effect = lower value; AID 2553, 2010;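 active means B-score under library mean minus 3 SD, initial fluorescence not abnormally high, positive integrated signal ratio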;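 further: B-score derived from integrated fluorescence ratio over the kinetic read; more negative B-score means stronger inhibition of depolarization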
* hit, by the source's call; i = inactive; . = not tested or not shown.

compound	MrgX1 antag	TRPC6 activator	MrgX1 agonist	TRPC4 act	TRPC4 inh	TRPC4 PAM	MrgX1 PAM	RGS4 inh	ANO1 block	TMEM16A act	TRPC6 inhibitor
CCCOc1ccc(-c2nc(C#N)c(NCC3CCCO3)o2)cc1 (configuration not stated)	i	i	i	i	i	i	i	i	i	i	i
Cc1cccc(N(C)C(=O)CN2C(=O)COc3ccc(S(=O)(=O)N4CCCCCC4)cc32)c1	i	i	46*	i	i	i	i	i	i	i	i
Cn1cccc1-c1cc(C(=O)N/N=C/C=C/c2ccccc2)[nH]n1	-5.8*	i	i	i	i	i	i	i	i	i	i
Cc1ccc(CCNC(=O)C23CN(Cc4ccccc4)CC2C(c2ccc([N+](=O)[O-])cc2)=NO3)cc1 (configuration not stated)	i	i	i	i	i	i	i	i	i	i	i
COc1cccc(NC(=O)c2ccccc2Br)c1	i	i	i	i	i	i	i	i	i	i	i
CCOC(=O)CNC(=O)CSc1nnc(-c2ccccc2)c(-c2ccccc2)n1	i	i	i	i	i	i	i	i	i	i	i
COc1ccc(C(=O)OCC(=O)Nc2cc(C)c(C)cc2[N+](=O)[O-])cc1	i	i	i	i	i	i	i	i	i	i	i
CC1CN(c2nc3ccccn3c(=O)c2/C=C(\C#N)C(N)=O)CC(C)O1 (configuration not stated)	i	i	i	i	i	i	i	i	i	i	i
CC(=O)c1c(C)[nH]c(C(=O)Nc2cccnc2)c1C	i	i	i	i	i	i	i	i	i	i	i
Cc1ccc(CN2CCC(c3cc(-c4cccs4)n[nH]3)CC2)cc1	i	i	i	i	i	i	i	i	i	i	i
COCCC(=O)N1CCC(Oc2ccc(C(=O)NCc3ccon3)cc2)CC1	i	i	i	i	i	i	i	i	i	i	i
O=C(CSc1nnc(-c2ccccc2)n1C1CCCCC1)N1CCCC1	i	i	i	i	i	i	i	i	i	i	i
CCOC(=O)c1cc2sc(C)cc2n1CC(=O)N(CC)CC	i	i	i	i	i	i	i	i	i	i	i
COc1ccc(Nc2ccc(C(=O)O)cc2[N+](=O)[O-])cc1	i	i	i	i	i	i	i	i	i	i	i
CC1(C)C(=O)C2(CCCCC2)C(=O)OC1c1cccc([N+](=O)[O-])c1 (configuration not stated)	i	i	i	i	i	i	i	i	i	i	i
CC(C)CC(=O)N/C(N)=N/c1nc2ccccc2s1	i	i	i	i	i	i	13*	i	i	i	i
CCc1ccc(N(CC(=O)Nc2ccc(OC)cc2OC)S(C)(=O)=O)cc1	i	i	i	i	i	i	15*	i	i	i	i
C=C1CCC(C)C(C)(CCC2=CCOC2=O)C/C=C\C=C/1C(=O)O (configuration not stated)	i	i	i	i	i	i	i	i	i	i	i
Cc1cccc(NC(=O)c2sc(Cl)nc2C)c1C	i	i	i	i	i	i	i	i	i	i	i
CCC(=O)N1CCc2cc(S(=O)(=O)CCC(=O)N3CCN(c4ccc(F)cc4)CC3)ccc21	i	i	i	i	i	i	i	i	i	i	i
COc1ccc2oc(C(=O)OCC(=O)N(CCC#N)c3ccccc3)c(C)c2c1	i	i	i	i	i	i	i	i	i	i	i
CCS(=O)(=O)Nc1c(C)n(C)n(-c2ccccc2)c1=O	i	i	i	i	i	i	i	i	i	i	i
CCc1nc2oc3ccc(C)cc3c(=O)c2cc1C(=O)OC	i	i	i	i	i	i	i	i	i	i	i
O=C1CC(c2ccccc2)CC(O)=C1C=NCC1CCCO1 (configuration not stated)	i	i	i	i	i	i	i	i	i	i	i
Cc1ccc(C)c(NC(=O)c2ccccn2)c1	i	i	i	i	i	i	i	i	i	i	i
CC1CCCC(NC(=O)C2N(CCCN3CCCC3)C(=O)C3C(C(=O)Nc4ccc(Cl)cc4)C4C=CC32O4)C1C (configuration not stated)	i	i	i	i	i	i	i	i	i	i	i
O=C(O)CCCC(=O)NS(=O)(=O)c1ccc(Cl)cc1	i	i	i	i	i	i	i	i	i	i	i
N#CC(c1ccc(Cl)cc1)c1ncc(C(F)(F)F)cc1Cl (configuration not stated)	i	i	i	i	i	i	i	i	i	i	i
COCCCNC(=O)CCc1nc2cccnc2n1Cc1ccccc1	i	i	i	i	i	i	i	i	i	i	i
CCN(c1ccccc1)S(=O)(=O)c1ccc(C(=O)Nc2ccc(C)cn2)cc1	i	i	i	i	i	i	i	i	i	i	i
CCN(CC)c1ccc(C2C3CCCCC3(O)CCN2C(=O)c2cccs2)cc1 (configuration not stated)	i	i	i	i	i	i	i	i	i	i	i
COc1ccc(C)cc1NC(=O)C1CCN(S(=O)(=O)c2ccccc2)CC1	i	i	i	i	i	i	i	i	i	i	i
CC1=C/C(=C(\c2ccc(O)c(C)c2)c2ccccc2S(=O)(=O)O)C=CC1=O	i	i	i	i	i	i	i	i	i	i	i
COc1ccc(C(=O)c2cccc(C(=O)c3ccc(OC)c(C)c3)c2)cc1C	.	i	.	i	i	i	.	i	.	i	i
O=C(COc1ccccc1)Nc1ccc2c(c1)nc1n2CCOC1	i	i	i	i	i	i	i	i	i	i	i
N/C(=N\c1nc2c(c(=O)[nH]1)CCC2)Nc1cccc2ccccc12	i	i	i	i	i	i	i	i	i	i	i
CCN(CC)S(=O)(=O)c1ccc(C(=O)Nc2nnc(C(C)C)s2)cc1	i	i	i	i	i	i	i	i	i	i	i
CC(C)CN(/C=N/c1sc2c(c1C#N)CCCCC2)CC(C)C	i	i	i	i	i	i	i	i	i	i	i
COc1ccc(C(=O)Nc2cccc(C(=O)N/N=C/c3ccc(OC)cc3OC)c2)cc1	i	i	i	i	i	i	i	i	i	i	i
O=C(NCCCN1CCCC1)c1ccc(CS(=O)(=O)c2c(Cl)cccc2Cl)o1	i	i	i	i	i	i	i	i	i	i	i
O=C(Cn1cnc2ccccc2c1=O)c1ccccc1	i	i	i	i	i	i	i	i	i	i	i
O=C1NCCCN1Cc1ccc(Cl)cc1	i	i	i	i	i	i	i	i	i	i	i
Cc1csc(NC(=O)c2ccc(C)s2)n1	i	i	i	i	i	i	i	i	i	i	i
O=C(/C=C/c1ccoc1)c1ccccc1O	i	i	i	i	i	i	i	i	i	i	i
Cc1cc(NC(=O)c2cccc(S(=O)(=O)Nc3cccc(C(=O)O)c3)c2)no1	i	i	i	i	i	i	i	i	i	i	i
Cc1nc2ccccc2c(=O)n1/N=C/c1ccc2ccccc2c1O	i	i	i	i	i	i	i	i	i	i	i
COc1ccccc1CN1C[C@@H]2C[C@@H](c3cccc(C)n3)N3CCC[C@@]23C1=O	i	i	i	i	i	i	i	i	i	i	i
CC1(C(=O)Nc2nccs2)Cc2ccccc2C(=O)O1 (configuration not stated)	i	i	i	i	i	i	i	i	i	i	i
c1ccc(-c2ccccc2OCCn2cncn2)cc1	i	i	i	i	i	i	i	i	i	i	i
Cc1ccc(S(=O)(=O)NC2=NCN(C3CCCCC3)CN2)cc1	i	i	i	i	i	i	i	i	i	i	i
COc1ccc(/C=C/CN2CCN(Cc3ccccc3)C(CCO)C2)cc1 (configuration not stated)	i	i	i	i	i	i	i	i	i	i	i
CC(=O)Nc1ccc(S(=O)(=O)N2CCN(S(=O)(=O)c3ccccc3)CC2)cc1	i	i	i	i	i	i	i	i	i	i	i
O=C(CN1CCC(NC(=O)c2ccccc2Cl)CC1)NCc1ccccc1	i	i	i	i	i	i	i	i	i	i	i
Clc1ccc(Cn2cccc2C2=NCCO2)cc1	i	i	i	i	i	i	i	i	i	i	i
CC(=O)N1CCN(c2nc(N)c(C#N)c(CC#N)c2C#N)CC1	i	i	i	i	i	i	i	i	i	i	i
CC(=O)Nc1ccc(OCCOc2ccc(NC(C)=O)cc2)cc1	i	i	i	i	i	i	i	i	i	i	i

Next records follow.
compound	MrgX1 antag	TRPC6 activator	MrgX1 agonist	TRPC4 act	TRPC4 inh	TRPC4 PAM	MrgX1 PAM	RGS4 inh	ANO1 block	TMEM16A act	TRPC6 inhibitor
CCOC(=O)C1=C(c2ccccc2)NC(SCC)=C(C#N)C1c1cccnc1 (configuration not stated)	i	i	i	i	i	i	i	i	i	i	i
COc1ccc(C(=S)N2CCNCC2)cc1	i	i	i	i	i	i	i	i	i	i	i
COC(=O)c1cccc(NC(=S)NCc2ccc(Cl)cc2)c1	i	i	i	i	i	i	i	i	i	i	i
COc1ccc(N2CC(C(=O)NCCN3C(=O)S/C(=C\c4cccnc4)C3=O)CC2=O)c(OC)c1 (configuration not stated)	i	i	i	i	i	i	i	i	i	i	i
CC(C)(C)NC(=O)NC(=O)CN1CCN(c2cccc(Cl)c2)CC1	i	i	i	i	i	i	i	i	i	i	i
CCOCCCNc1nc(C)nc2c1nnn2Cc1c(F)cccc1Cl	i	i	i	i	i	i	i	i	i	i	i
O=C(c1ccc2oc(CCc3ccccc3)nc2c1)N1CCC(O)CC1	i	i	i	i	i	i	i	i	i	i	i
CCC(=O)N1CCc2cc(S(=O)(=O)CCC(=O)NCCc3ccc(OC)c(OC)c3)ccc21	i	i	i	i	i	i	i	i	i	i	i
CS(=O)(=O)N1CCN(C(=O)c2csc3ccccc23)CC1	i	i	i	i	i	i	i	i	i	i	i
Cc1sc2nc(SCC(=O)NCc3ccco3)n(CCc3ccccc3)c(=O)c2c1C	i	i	i	i	i	i	i	i	i	i	i
COc1ccc(NC(C)=O)cc1NC(=O)CSc1nnc(C2CCCCC2)n1N	i	i	i	i	i	i	i	i	i	i	i

Random draw from the library; any-hit rate near 5.8%.
